# PrPC TRFRET: inhibitors of human cell surface prion protein PrPC, primary screen, cell-based, TR-FRET; Major prion protein (Homo sapiens), P04156; TR-FRET read-out; inhibition, % at 13.8 µM; hit rate 0.43% among 370,000; AID 720596, 2013; in the data active means inhibition above about 24%; further: 0% = median of the test wells and 100% = reference compound wells
# PfHsp40 rescue: rescue of yeast from PfHsp40 toxicity, primary screen, S. cerevisiae, ATP luminescence; hit rate 0.68% among 340,000; growth rescue, % at 12.5 µM; S. cerevisiae expressing PfHsp40, growth rescue; AID 504582, 2011; in the data active means growth rescue above about 28%, passing the limit was not always enough;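 further: yeast W303a lacking pdr1 and pdr3 grown in galactose medium; growth measured after three days at 30 °C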
# Yp Topo-I inh: Yersinia pestis topoisomerase I inhibitors, primary screen, biochemical, cleavage product accumulation, plate reader, single point; DNA topoisomerase I (Yersinia pestis CO92); Y. pestis Topo-I cleavage product accumulation; activity, % at 10 µM; hit rate 0.064% among 360,000; AID 504884, 2011; in the data active means activity above about 50%, passing the limit was not always enough; further: inactives centre near 2
# Anthrax LF inh2: Bacillus anthracis LF protease inhibitors, primary screen, biochemical, multiplex microsphere, MLPCN library | multiplex microsphere protease cleavage assay | inhibition, % at 10 µM | hit rate 0.12% among 360,000; further: plate controls were buffer without enzyme for full effect and enzyme alone for no effect
# Target sequence (P15917 whole entry, looked up): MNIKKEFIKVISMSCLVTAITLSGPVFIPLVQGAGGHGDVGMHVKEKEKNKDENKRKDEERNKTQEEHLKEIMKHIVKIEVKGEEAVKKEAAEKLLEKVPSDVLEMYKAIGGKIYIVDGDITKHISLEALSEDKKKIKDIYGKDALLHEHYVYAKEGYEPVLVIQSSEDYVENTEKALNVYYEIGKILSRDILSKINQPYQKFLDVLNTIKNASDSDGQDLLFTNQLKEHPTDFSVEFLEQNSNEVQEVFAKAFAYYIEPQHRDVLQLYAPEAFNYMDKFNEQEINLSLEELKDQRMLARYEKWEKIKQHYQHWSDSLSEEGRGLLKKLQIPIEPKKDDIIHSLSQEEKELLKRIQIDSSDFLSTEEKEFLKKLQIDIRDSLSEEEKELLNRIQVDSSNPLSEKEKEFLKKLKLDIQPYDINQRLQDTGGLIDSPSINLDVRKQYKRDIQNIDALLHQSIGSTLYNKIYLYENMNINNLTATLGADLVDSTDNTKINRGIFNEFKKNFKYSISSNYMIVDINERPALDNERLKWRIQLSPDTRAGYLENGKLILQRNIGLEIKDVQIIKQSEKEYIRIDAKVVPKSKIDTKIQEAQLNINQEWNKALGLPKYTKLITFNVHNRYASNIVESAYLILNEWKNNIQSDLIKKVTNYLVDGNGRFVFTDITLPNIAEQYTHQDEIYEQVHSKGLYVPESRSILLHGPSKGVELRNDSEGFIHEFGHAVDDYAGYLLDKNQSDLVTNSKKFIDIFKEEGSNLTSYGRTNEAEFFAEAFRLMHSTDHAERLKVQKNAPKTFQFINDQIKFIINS
# Vc quorum ag: inducers of Vibrio cholerae quorum light production without autoinducers, primary screen, BH1578 luxS cqsA deficient, single point. V. cholerae BH1578 lux reporter, luminescence, 6 h. activation, % at 18.7 µM. hit rate 0.16% among 350,000. AID 588436, 2011; in the data active means activation mostly above about 9.7%, no sharp cut-off; further: not every result past the cut was called active; inactives centre near 0; reference of the scale not given here
# PriA SSB inh: inhibitors of Klebsiella pneumoniae PriA binding to SSB C-terminal tail, primary screen, biochemical, AlphaScreen. PriA–SSB C-terminal tail interaction (Klebsiella pneumoniae). AlphaScreen SSBct-PriA binding, biotinylated peptide. inhibition, % at 33 µM. hit rate 0.6% among 430,000. AID 1272365, 2023; in the data active means inhibition mostly above about 37%, no sharp cut-off; inactive means mostly below about 20%;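 further: plate controls were negative control peptide for no effect and reference peptide for full effect; strong numbers were not always called active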
# TcdB GH inh: TcdB glycohydrolase inhibitors, primary screen, biochemical, single point, plate reader; hit rate 0.24% among 350,000; Toxin B (Clostridioides difficile), P18177; TcdB glycohydrolase enzymatic assay; inhibition, % at 9.99 µM; in the data active means inhibition above about 10%
# SARS 3CLpro inh: SARS-CoV 3CLpro protease inhibitors, primary screen, biochemical, quenched FRET; hit rate 0.14% among 290,000; Replicase polyprotein 1ab (Severe acute respiratory syndrome coronavirus), P0C6X7; AID 1706, 2009; recombinant SARS-CoV 3CLpro, quenched FRET peptide cleavage; inhibition, % at 6 µM; in the data active means inhibition above about 12%
# BoNT A protease: BoNT/A light chain protease inhibitors, primary screen, biochemical, flow cytometry, MLPCN library; AID 588499, 2011; inhibition, % at 10 µM; Botulinum neurotoxin type A light chain protease (Clostridium botulinum A str. ATCC 3502); hit rate 0.17% among 360,000; multiplex microsphere protease substrate cleavage; further: plate controls were buffer without enzyme for full effect and enzyme alone for no effect
# Active calls of the source: *; i = inactive; / = not tested or not shown; & = joins results of further samples; ! = not active in a repeat. Unless noted, no stated cut-off is given here; in the data, active means inhibition above about 30%; inconclusive means no clear call, values can overlap the other calls; inactive means below that. Not all compounds are listed; count on the stated rates, not on these rows.
canonical_smiles,PrPC TRFRET,PfHsp40 rescue,Yp Topo-I inh,Anthrax LF inh2,Vc quorum ag,PriA SSB inh,TcdB GH inh,SARS 3CLpro inh,BoNT A protease
CN1CCc2c(OCC(=O)N3CCCc4ccccc43)cccc2C1=O,9,-1.5,8,-4,-0.7,-8,0.6,-1,0.2
Cc1c(N2C(=O)CSC2c2ccc([N+](=O)[O-])cc2)c(=O)n(-c2ccccc2)n1C (stereo unspecified),-23,-1.4,-9,/,-0.5,-13,0.6,3,/
CNc1cncc(-c2ccc(F)cc2F)n1,7,/,2,1,-0.9,/,-3.0,/,-0.4
CCOC(=O)CNC(=O)N1Cc2cc(-c3ccc(OC)cc3)ccc2-n2nncc2C1,8,/,/,8,/,/,2.1,/,1.1
CCCNC(=O)C[C@@H]1C[C@@H]2c3cc(NS(=O)(=O)c4ccc(OC)cc4)ccc3O[C@@H]2[C@@H](CO)O1,0,/,2,2,-0.4,/,0.5,/,-0.1
O=c1oc(C2(O)CCCCC2)cc2ccccc12,-9,-1.8,12,-7,i,7,-0.5,/,-0.4
Cn1c(SCc2cc(=O)[nH]c3ccccc23)nnc1-c1ccco1,0,-1.5,5,-3,i,-24,/,1,-0.2
C[C@@H]1CN([C@H](C)CO)C(=O)c2cccc(NC(=O)Nc3ccc(C(F)(F)F)cc3)c2O[C@H]1CN(C)S(=O)(=O)c1cccs1,-8,-0.6,2,7,-6.7,23,-0.1&1.5,/,0.3
CCCOP(=O)(OCCC)C(Nc1cccc(C(F)(F)F)c1)c1ccc(C)cc1 (stereo unspecified),7,-0.3,2,-7,-0.3,-8,/,10,-1.1
COCCCNC(=O)/C=C/c1cccc(Cl)c1,-5,-0.1,2,-3,i,0,/,2,0.1
CCCCN(CC)C(=O)Cn1ncc2c1-c1cc(C)ccc1OC2,-3,-0.4,17,-10,i,-2,1.0,0,-1.3
Cc1ccc(CNc2nc(NC(C)C)nc3ccsc23)c(C)c1,8,/,6,-4,-0.1,/,2.1,/,-0.3
COc1cccc(NC(=O)CN(C)C(C)C(=O)NC(C)c2ccc(Cl)cc2Cl)c1 (stereo unspecified),7,1.3,15,-5,i,7,2.0,/,-1.9
Cc1cc(C)n2nc(SC(C)C(=O)N(C)C3CCCCC3)nc2n1 (stereo unspecified),5,0.7,0,2,7.1,-7,1.2,/,0.5
C=CCN1C(=NC(=O)CC)SC2CS(=O)(=O)CC21 (stereo unspecified),-4,0.2,-9,1,-0.4,0,0.2,-3,0.8
CCOC(=O)c1cn2cccnc2n1,0,5.9,2,0,i,-4,/,-6,-0.6
CN(C/C=C/C#CC(C)(C)C)Cc1cccc2ccccc12,4,0.5,46,-7,-0.6,-14,1.6,/,-1.4
CS(=O)(=O)N(CC(=O)NCc1ccc(Cl)cc1)C1CCCCC1,5,0.5,-2,-1,i,-7,/,-2,-2.7
O=C(c1ccco1)N1CCN(c2nc3ccsc3c(=O)s2)CC1,-1,1.5,10,-4,-0.2,-9,0.4,-2,0.0
COc1cc(/C=C2\SC(N)=NC2=O)ccc1OCC(=O)Nc1ccccc1C,-6,0.0,43,-2,i,/,-0.4,/,2.4
COC(=O)CCn1c(C)cc(C(=O)COc2ccccc2C(N)=O)c1C,8,-1.3,-3,1,-1.3,9,1.0,-5,-0.2
C[C@@H]1CCC(=O)N(CC[C@H](Sc2ccccc2)c2ccccc2)CC1,6,5.4,14,0,i,-28,0.0,-2,-0.1
O=C(NCCCn1ccnc1)C(=O)NCC1OCCN1S(=O)(=O)c1ccc2c(c1)OCCO2 (stereo unspecified),-7,-1.9,-8,1,0.3,23*!,-0.6,1,-0.8
Cc1cc(NC(=O)C2C3C(=O)N(Cc4ccc(Cl)cc4)C(C(=O)NC(C)(C)C)C34C=CC2(C)O4)no1 (stereo unspecified),3,0.4,-3,1,i,-8,/,-1,-0.2
CSc1ccccc1NC(=O)CN(C)CC(=O)Nc1ccc(S(=O)(=O)N2CCCC2)cc1,-3,-2.3,7,-7,i,-3,1.0,/,0.4
O=C(COC(=O)c1cccnc1Cl)NC1CCCCCC1,-2,0.8,-12,-2,-2.9,4,0.4,/,0.2
CN(C)CC1CSCCC1(O)c1ccccc1 (stereo unspecified),-1,-0.4,-3,-1,/,-7,/,-6,-0.1
CCOC(=O)c1cn(CC)c2ccc(S(=O)(=O)N3CC(C)CC(C)C3)cc2c1=O (stereo unspecified),4,0.9,6,1,-0.2,-12,/,0,-0.9
CCc1ccc(C(C)NC(=O)C2CCCO2)cc1 (stereo unspecified),0,-0.3,-3,10,-0.3,-2,-1.0,1,-5.2
CCCc1ccc(OCc2ccccc2)c2c(=O)cc(C(=O)OCC)oc12,5,-1.1,3,-2,i,1,1.6,5,-0.5
CN(C)NC(=O)c1cccc(Cl)c1,5,/,0,5,i,-6,3.2,-4,0.0
CS(=O)(=O)Nc1ccc(C(=O)NC2CC3CCC2C3)cc1 (stereo unspecified),-2,-0.7,10,-18,-0.2,-4,/,4,2.0
CCc1nc2ccc(C(=O)Nc3ccc(NC(C)=O)cc3)cn2c1N(C)C(=O)Cc1ccccc1,16,/,-12,-1,i,/,1.2,/,-0.5
O=C(NCc1ccccn1)c1ccc(Cn2cc(C(F)(F)F)ccc2=O)cc1,7,0.3,5,6,i,5,1.2,3,0.1
Cc1ccc(NC(=O)Cn2c(C)csc2=O)cc1,3,-0.2,-6,-5,i,10,0.3,/,2.6
O=C(NCCCN1CCOCC1)c1cc(-c2ccc3c(c2)OCO3)nc2ccccc12,-6,1.6,-15,-7,/,-1,2.4,0,0.6
C=CC[C@H](CC(=O)N(CCO)Cc1ccccc1)C(=O)NC[C@@H](OC(=O)[C@@H](CC=C)Cc1ccc(F)cc1)c1ccccc1,-4,5.0,3,-11,-0.8,3,-0.3,/,0.4
NC(=O)CC(NC(=O)Cc1ccc(Cl)cc1)c1ccc(NCC2CC2)c([N+](=O)[O-])c1 (stereo unspecified),-3,-0.7,1,0,i,-11,-0.3,/,-0.1
N#CCC(CNc1ncc(C(F)(F)F)cc1Cl)OC(=O)c1c(F)cccc1F (stereo unspecified),2,-0.7,23,-1,i,-23,/,10,-0.2
CCN(CC(=O)NC1CCCC1)S(=O)(=O)c1ccc(C)cc1,4,-0.2,4,-4,-4.5,10,/,6,0.0
CCCNC(=S)N1CCC(C(=O)c2ccc(F)cc2)CC1,11,0.6,2,14,-0.2,-3,-1.3,3,-0.7
CC1CCCCN1Cc1c(O)ccc2c(=O)c(-c3nc4ccccc4s3)c(N)oc12 (stereo unspecified),6,2.0,21,-1,-0.2,5,5.4,1,0.2
CCCCNC(=S)N/N=C1\C(=O)c2cccc3cccc1c23,-5,-0.8,-3,7,2.0,/,/,7,6.8
COc1cc(CC(=O)Nc2sccc2C(N)=O)cc(OC)c1OC,-10,0.3,0,-1,-0.7,8,/,-2,1.9
CCCCCCC(=O)c1c(C)[nH]c(C(=O)OCC)c1C,1,4.3,-3,-11,-0.2,-12,/,1,-0.7
COc1cc(CNc2ccc3[nH]c(=O)[nH]c3c2)ccc1OCc1ccc(Cl)cc1,11,-1.1,13,3,1.8,9,1.1,9,-2.3
CCc1ccccc1NC(=O)C1CCCN1S(=O)(=O)c1ccc2c(c1)n(C)c(=O)c(=O)n2C (stereo unspecified),6,-0.7,5,0,-2.1,-6,-0.6,-1,-1.2
Cc1ccc(SCc2nc(-c3ccccn3)no2)cc1,8,-0.5,11,0,-0.3,-11,/,-2,-0.4
O=C(Nc1cccc(C(F)(F)F)c1)c1ccc2nc(-c3ccco3)c(-c3ccco3)nc2c1,-2,0.2,-19,28,-0.6,14,/,-3,63*
COc1cc(C2C=C(c3cccs3)Nc3ncnn32)cc(OC)c1OC (stereo unspecified),/,-0.7,10,-1,-0.5,-2,/,-1,0.5
C[C@H](NC(=O)c1ncn2c1C(=O)N[C@@H](C)C2)c1ccccc1,-3,/,11,4,-0.5,/,2.8,/,-0.5
O=S(=O)(/N=C(/Nc1cccc2ccccc12)c1ccccc1)c1ccc(F)cc1,-1,-1.1,18,-6,i,/,-0.1,2,0.4
CN(C)C(=O)c1cc(-c2ccccc2)no1,-3,0.8,4,-2,i,-14,2.4,1,-0.5
CCOc1ccc(OCCC(=O)OCC(=O)Nc2ccc3c(c2)OCO3)cc1,0,-1.4,11,2,i,4,-0.2,/,3.2
CCCCNC(=O)COC(=O)c1cc(Br)ccc1Cl,-7,1.4,11,-1,-0.1,-15,-1.0,-2,-0.3
C[C@@H]1CN([C@@H](C)CO)C(=O)c2cc(-c3ccccc3F)cnc2O[C@H]1CN(C)Cc1cccc(F)c1,-2,/,33,-5,i,/,1.1&0.9&-0.3,/,-0.6
C=CCn1c(C)nnc1SCC(=O)Nc1cc(S(=O)(=O)N2CCCC2)ccc1Cl,7,0.4,3,2,-0.9,16,-11,/,1.8
O=CN(Cc1nc2ccccc2[nH]1)c1ccc(C(=O)O)cc1,2,0.0,9,2,3.4,-17,1.4,/,0.3
COc1cccc(CN(C)C[C@H]2OCc3cnnn3CCCC(=O)N([C@H](C)CO)C[C@@H]2C)c1,2,/,-6,-2,-0.2,/,1.7&-0.7,/,0.0
O=C(COC(=O)/C=C/c1cccc(F)c1)Nc1ncccn1,-2,0.1,12,0,i,-7,-0.8,-2,-1.1

# Among those listed so far, these have a furan ring, fused or not.
canonical_smiles,PrPC TRFRET,PfHsp40 rescue,Yp Topo-I inh,Anthrax LF inh2,Vc quorum ag,PriA SSB inh,TcdB GH inh,SARS 3CLpro inh,BoNT A protease
Cn1c(SCc2cc(=O)[nH]c3ccccc23)nnc1-c1ccco1,0,-1.5,5,-3,i,-24,/,1,-0.2
O=C(c1ccco1)N1CCN(c2nc3ccsc3c(=O)s2)CC1,-1,1.5,10,-4,-0.2,-9,0.4,-2,0.0
O=C(Nc1cccc(C(F)(F)F)c1)c1ccc2nc(-c3ccco3)c(-c3ccco3)nc2c1,-2,0.2,-19,28,-0.6,14,/,-3,63*

# Next section.
canonical_smiles,PrPC TRFRET,PfHsp40 rescue,Yp Topo-I inh,Anthrax LF inh2,Vc quorum ag,PriA SSB inh,TcdB GH inh,SARS 3CLpro inh,BoNT A protease
COc1ccc(COC(=O)C2CCN(C(=O)c3ccc(Cl)cc3)CC2)cc1F,5,0.2,-8,1,-0.4,-9,0.2,/,0.0
Cc1nc2cc(C(=O)OCC(=O)N(CC(C)C)C3CCS(=O)(=O)C3)ccc2n1-c1ccccc1 (stereo unspecified),-2,-0.8,32,-1,i,-6,/,0,0.5
CC(C)CCOC(=O)C1[C@H]2C(=O)N(Cc3cccs3)C[C@]23C=C[C@H]1O3 (stereo partly specified),0,-0.9,7,0,/,9,/,5,-0.5
NCCCC[C@H]1CN=C(N)N1CC1CCCCC1,-1,-0.5,-2,1,-2.4,-11,0.3,/,-0.2
Cc1nc2c(oc3ccc(Cl)cc32)c(=O)[nH]1,5,-0.2,1,-5,-0.4,-8,-0.6,7,-0.9
COC(=O)c1ccc(CSc2nnc(CNC(=O)c3ccc(OC)cc3)o2)o1,0,-0.4,8,-3,i,-11,/,2,0.5
COC(=O)c1[nH]c2ccc(C)cc2c1NC(=O)CN1CCN(Cc2ccccc2)CC1,-12,0.6,5,2,-0.8,-29,/,0,0.1
